Source: PubChem
PP5 primary: blocks human protein phosphatase 5 activity; P53041; purified PP5c, OMFP substrate fluorescence; inhibition, % at 6.7 µM; hit rate 0.18% among 320,000;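 active = inhibition above the campaign's mean inhibition across all tested compounds plus 3 SD, cut at about 9.5% in these data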;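 note: 0% = DMSO only and 100% = 100 µM cantharidin control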
HCV core dimer: HCV core protein dimerization inhibition; TR-FRET GST/Flag-core106 dimerization, 1536-well; inhibition, % at 5 µM; hit rate 0.33% among 300,000;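 active = inhibition above the mean of all tested compounds plus 3 SD, set per screening campaign, cut at about 45% in these data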
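System – GST-tagged and Flag-tagged HCV core protein residues 1-106 · Repeats – one well for each compound · Technique – TR-FRET 671 and 617 nm emission · Doses – one concentration, 5 µM, in 0.5% DMSO · Times – 4 h, 22.5 °C incubation · Also added – Eu donor and XL665 acceptor anti-tag antibodies · Measure – percent inhibition of core106 dimerization signal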
procasp3 activ: activators of human procaspase-3; P42574; hit rate 0.11% among 330,000; recombinant procaspase-3 D3A, Ac-DEVD-pNA absorbance 405 nm; activation, % at 8.5 µM;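 active = activation above the mean of all tested compounds plus 3 SD, cut at about 21% in these data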;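 note: 0% = DMSO alone and 100% = DMSO wells spiked with extra 5 µM PC-3 D3A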
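Assay system: Procaspase-3 D3A mutant, all three cleavage aspartates alanine. Buffer or medium: Zinc-free HEPES saline buffer with Triton X-100. Times: 1 h compound preincubation, 2 h substrate hydrolysis at 25 °C. Measured by: 405 nm absorbance of p-nitroaniline, reads at 0 and 120 min. Read-out basis: percent activation relative to control range. Replicates: singlicate.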
Fh CTSL1 inh: cathepsin L1 inhibition, PFM18AAP counter-screen | recombinant F. hepatica cathepsin L1, Z-Leu-Arg-MCA fluorescence | inhibition, % at 5.96 µM | hit rate 0.49% among 300,000 | AID 1906;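 active = inhibition above the mean of all tested compounds plus 3 SD, set per screening campaign, cut at about 17% in these data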;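 note: 0% = plate median of test compound wells and 100% = 1 µM Z-Phe-Ala-diazomethylketone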
GASC-1 inh: human JMJD2C demethylase inhibition; Q9H3R0; GST-JMJD2C(1-420) H3K9me3 demethylation, DELFIA europium; inhibition, % at 2.35 µM; hit rate 0.069% among 330,000; AID 2099;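 active = more than half of a compound's replicate wells show inhibition beyond 50%, single wells judged on their own value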;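 note: signal counts dimethyl H3K9 product captured on neutravidin plate; 0% = median of DMSO wells and 100% = 0.3 times that DMSO median; strong numbers were not always called active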
Target sequence (Q9H3R0 1-420 limits assumed): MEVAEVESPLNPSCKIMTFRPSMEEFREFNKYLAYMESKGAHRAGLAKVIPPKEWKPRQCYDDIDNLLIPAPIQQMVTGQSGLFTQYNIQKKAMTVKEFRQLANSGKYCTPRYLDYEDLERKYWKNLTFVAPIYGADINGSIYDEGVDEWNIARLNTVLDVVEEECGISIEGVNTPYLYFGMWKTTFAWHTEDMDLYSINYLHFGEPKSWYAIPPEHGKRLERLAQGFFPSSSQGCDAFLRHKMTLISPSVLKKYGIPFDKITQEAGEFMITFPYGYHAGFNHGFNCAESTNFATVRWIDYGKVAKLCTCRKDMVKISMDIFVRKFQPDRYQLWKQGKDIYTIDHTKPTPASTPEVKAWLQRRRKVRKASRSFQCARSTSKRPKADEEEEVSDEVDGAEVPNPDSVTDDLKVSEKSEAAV
proCasp7 act: counter-screen: procaspase-7 (human) activation; hit rate 0.093% among 330,000; recombinant procaspase-7, Ac-DEVD-pNA absorbance 405 nm; D23A/D198A/D206A triple mutant, cannot self-cleave; scale: DMSO 0, 5 µM enzyme 100; activation, % at 8.5 µM; P55210; AID 463210;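 active = percent activation above the screen-wide mean plus 3 SD, cut at about 25% in these data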
Target sequence (P55210 whole entry D23A/D198A/D206A): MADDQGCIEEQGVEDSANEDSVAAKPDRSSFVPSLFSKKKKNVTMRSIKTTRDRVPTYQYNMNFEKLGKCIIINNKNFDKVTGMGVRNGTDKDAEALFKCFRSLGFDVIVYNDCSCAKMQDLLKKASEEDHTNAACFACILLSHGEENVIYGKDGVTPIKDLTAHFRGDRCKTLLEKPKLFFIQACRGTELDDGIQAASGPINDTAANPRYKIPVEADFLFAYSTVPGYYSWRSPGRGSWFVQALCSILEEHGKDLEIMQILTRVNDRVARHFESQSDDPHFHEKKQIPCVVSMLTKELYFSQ
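Assay system: Uncleavable procaspase-7 mutant enzyme | Input: 2 µM procaspase-7 mutant as dispensed | Timing: 1 h compound preincubation, 2 h substrate cleavage, 25 °C | Repeats: One well per compound | Control set: DMSO wells as 0%, DMSO with 5 µM added PC-7 as 100% | Technique: Epi-absorbance of released pNA at 405 nm, two timepoints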
PP1 inh: blocks human PP1-alpha phosphatase, a PP5 counter-screen | inhibition, % at 6.7 µM | hit rate 0.9% among 320,000 | purified PP1alpha, OMFP fluorescence | P62136;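 active = inhibition above the mean inhibition of all tested compounds plus 3 SD, computed separately for each screening campaign, cut at about 15% in these data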
Target sequence (P62136 whole entry, looked up): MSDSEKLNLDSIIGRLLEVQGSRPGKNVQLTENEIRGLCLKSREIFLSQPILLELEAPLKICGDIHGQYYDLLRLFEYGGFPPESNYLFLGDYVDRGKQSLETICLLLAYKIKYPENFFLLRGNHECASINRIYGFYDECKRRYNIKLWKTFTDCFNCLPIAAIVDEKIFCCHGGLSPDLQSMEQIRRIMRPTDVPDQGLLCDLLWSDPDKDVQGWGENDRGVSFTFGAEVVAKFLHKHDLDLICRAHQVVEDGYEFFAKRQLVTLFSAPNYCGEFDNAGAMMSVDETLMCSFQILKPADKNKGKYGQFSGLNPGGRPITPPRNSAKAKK
Efflux pump inh: inhibitors of Candida antifungal efflux pumps expressed in yeast; AID 485275; inhibition, % at 10 µM; hit rate 0.44% among 330,000; S. cerevisiae Candida pump triplex, Nile Red efflux;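 active = plate passing quality check with inhibition over a set limit, or well fluorescence over plate mean plus 4 SD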;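 note: Nile Red retained in pooled yeast measured as flow cytometry median fluorescence; 0% = buffer negative control and 100% = Enniatin B positive control; higher means more Nile Red kept so more efflux inhibition; some compounds called inactive have numbers as strong as hits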
TPT1 inh: blocks Candida albicans tRNA 2'-phosphotransferase; AID 1962; inhibition, % at 5 µM; hit rate 0.81% among 300,000; recombinant caTPT1, FP RNA substrate dephosphorylation;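 active = inhibition above the mean of all tested compounds plus 3 SD, set per screening campaign, cut at about 24% in these data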;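 note: plate controls were DMSO alone for no effect and ferristatin control at 100 nM for full effect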
* marks the source's active call; other numbers are inactive results; x = not tested or not shown.

Second line of a record – PP5 primary	HCV core dimer	procasp3 activ	Fh CTSL1 inh	GASC-1 inh	proCasp7 act	PP1 inh	Efflux pump inh	TPT1 inh
CCOc1ccc(CN(C)C(=O)c2cccnc2OCC)cc1OC
 : 1.2	1	5	1	0	1	-4	-0.1	3
N#Cc1c(/N=C/c2cccs2)sc2c1CCC2
 : -1.0	5	-1	4	4	4	1	-0.1	4
CC(=O)c1ccc(NC(=S)Nc2ccc(N3CCOCC3)cc2)cc1
 : -0.9	-1	-16	5	-9	-23	-1	0.2	1
Cc1c(C(=O)N2CC[C@@H](N3CCC(O)CC3)[C@H](O)C2)[nH]c2ccc(Cl)cc12
 : 0.2	-4	10	-1	-7	9	0	-0.1	14
CCNc1nnc(-c2ccncc2)s1
 : 1.6	-2	4	2	6	11	-3	0.0	-3
Cc1ccc(C(=O)O)cc1S(=O)(=O)N1CCOCC1
 : 3.4	-5	3	-1	2	10	-1	0.2	0
O=C(Nc1ccc(F)c(Cl)c1)C1CC(=O)n2c(nc3ccccc32)N1 (stereo not given)
 : 2.6	-2	7	1	6	-9	-3	0.0	-1
CC(=O)Nc1ccc(NC(=O)c2ccc(NC(=O)c3ccccc3)cc2)cc1
 : -2.6	19	-3	9	3	2	-4	0.3	-5
Cc1ccc(C)c(NC2CCCCC2NS(=O)(=O)c2ccccc2)c1 (stereo not given)
 : 3.4	7	10	-1	2	6	1	0.1	-1
O=S(=O)(c1ccccc1)n1ccc2cccnc21
 : -1.1	-3	-2	-6	-8	-6	-1	-0.1	0
COc1ccc(S(=O)(=O)Nc2ccccc2OC)cc1NC(=O)c1cc2ccccc2oc1=O
 : 3.0	16	0	0	0	-15	-2	2.7	0
COc1cc(OC)cc(-n2nnnc2SCC(=O)N2CCCC2)c1
 : 2.1	5	-4	-1	3	8	16*	-0.1	0
Cc1ccc(-c2nn(C)c(=O)c3ccccc23)cc1S(=O)(=O)NCCO
 : 2.3	-2	-3	2	21	2	-1	0.3	-4
CC(=O)N/N=C(\C)CCc1ccccc1
 : -1.1	-5	-3	1	-1	2	-2	-0.2	-2
COc1ccc(C2=NN(C(=O)c3cccnc3)C(c3ccccc3)C2)cc1 (stereo not given)
 : 3.2	-3	3	3	2	0	0	0.4	3

Reformatted with each value named: entries from further up.
COc1cc(OC)cc(-n2nnnc2SCC(=O)N2CCCC2)c1
  PP5 primary = 2.1	HCV core dimer = 5	procasp3 activ = -4	Fh CTSL1 inh = -1	GASC-1 inh = 3	proCasp7 act = 8	PP1 inh = 16*	Efflux pump inh = -0.1	TPT1 inh = 0
Cc1ccc(-c2nn(C)c(=O)c3ccccc23)cc1S(=O)(=O)NCCO
  PP5 primary = 2.3	HCV core dimer = -2	procasp3 activ = -3	Fh CTSL1 inh = 2	GASC-1 inh = 21	proCasp7 act = 2	PP1 inh = -1	Efflux pump inh = 0.3	TPT1 inh = -4

(listing goes on)
Second line of a record – PP5 primary	HCV core dimer	procasp3 activ	Fh CTSL1 inh	GASC-1 inh	proCasp7 act	PP1 inh	Efflux pump inh	TPT1 inh
CCOc1ccc(S(=O)(=O)NCc2ccc3c(c2)OCO3)cc1C
 : 3.5	-2	-6	-6	2	9	1	-0.1	-2
Cn1c(=O)c2c(nc(Cl)n2Cc2ccc(Cl)c(Cl)c2)n(C)c1=O
 : 3.7	3	0	1	-20	4	0	-0.1	1
COc1ccccc1C(=O)NCCC(=O)N(C)CC(=O)Nc1ccc(C)cc1
 : 0.8	-2	9	-3	6	11	-4	-0.1	0
Cc1ccc(-c2nnc3c4ccccc4c(C)nn23)cc1S(=O)(=O)N1CCN(CCO)CC1
 : 1.9	9	1	-4	10	6	5	0.2	-3
CN(C)c1ccc(NC(=S)NC(=O)/C=C/c2ccco2)cc1
 : 0.9	5	-21	-5	-3	-27	-2	0.0	-7
CCN(CCNC(=O)CCCn1nc(C)n2c(cc3sccc32)c1=O)c1ccccc1
 : 3.1	9	-1	-1	-7	5	-1	0.1	-1
Cc1ccc(CNC(=O)c2ccc3c(c2)NC(=O)CS3)cc1
 : 2.9	-1	14	0	2	1	-2	0.0	2
O=C(CN(C(=O)c1csnn1)c1cccc(F)c1)NCc1ccc(F)cc1
 : -2.7	4	-1	2	-31	-3	-4	0.1	-1
Cn1c(CN2CCOCC2)c(C#N)c2ccccc21
 : 4.0	-2	1	0	3	-5	-2	0.1	0
Nc1c(-c2ccc(Cl)cc2)cnc2c(-c3ccc(F)cc3)cnn12
 : 3.2	0	-6	1	1	6	1	0.0	2
Cc1ccc(S(=O)(=O)N2CCN(Cc3ccccc3)CC2)s1
 : 5.0	x	5	x	1	-8	0	0.2	x
CCOC(=O)[C@H]1[C@H]2COc3ccccc3[C@@H]2N2C(=O)c3cc(F)ccc3NC(=O)[C@@]12C
 : -6.2	-8	-8	-3	-9	-3	1	x	0
CC1CCN(C(=O)c2ccccc2SCC(=O)NCC2CCCCC2)CC1
 : 0.3	7	1	-2	2	9	-3	0.1	1
C=CCn1c(=O)n(C(=O)OCC)c2cc(Br)ccc21
 : 1.0	0	-3	0	17	1	-1	-0.1	-8
CCCn1c(NCc2ccc(N(C)C)cc2)nc2ccccc21
 : 1.7	-5	3	2	-3	1	-3	0.5	-5

Part of the list above in a different format:
> C=CCn1c(=O)n(C(=O)OCC)c2cc(Br)ccc21
  PP5 primary: 1.0; HCV core dimer: 0; procasp3 activ: -3; Fh CTSL1 inh: 0; GASC-1 inh: 17; proCasp7 act: 1; PP1 inh: -1; Efflux pump inh: -0.1; TPT1 inh: -8
> CCCn1c(NCc2ccc(N(C)C)cc2)nc2ccccc21
  PP5 primary: 1.7; HCV core dimer: -5; procasp3 activ: 3; Fh CTSL1 inh: 2; GASC-1 inh: -3; proCasp7 act: 1; PP1 inh: -3; Efflux pump inh: 0.5; TPT1 inh: -5

Remaining list, next part.
Second line of a record – PP5 primary	HCV core dimer	procasp3 activ	Fh CTSL1 inh	GASC-1 inh	proCasp7 act	PP1 inh	Efflux pump inh	TPT1 inh
COc1ccc(NC(=O)CN(C)C(=O)c2cn(-c3ccccc3)nc2-c2cccs2)cc1
 : 3.0	-1	0	6	-1	2	0	0.1	2
C=CCn1c(=NC(=O)c2ccc(S(=O)(=O)N3CCCC3)cc2)sc2cc(NC(C)=O)ccc21
 : 3.9	15	-12	-2	-4	-8	21*	0.2	0
CCc1cccc(CC)c1NC(=O)C(CC)Sc1nc2ccncc2[nH]1 (stereo not given)
 : 0.7	-4	2	1	20	9	-2	0.1	2
O=C(CN1C(=O)C2CCCCN2C(=O)c2ccccc21)Nc1ccc(F)cc1 (stereo not given)
 : -1.6	0	8	0	-1	0	-2	-0.1	1
Cc1cc(NCCCN2CCOCC2)n2nc(C)c(-c3ccc(F)cc3)c2n1
 : -0.1	7	-5	0	-3	14	2	0.0	-1
O=C(CCCn1nnnc1CN1CCOCC1)N1CCN(c2ccccc2F)CC1
 : 0.2	-4	-5	-2	1	9	15*	0.1	-2
O=C(O)CSc1nnc(Cc2cccc3ccccc23)n1-c1cc(C(F)(F)F)cc(C(F)(F)F)c1
 : 1.4	12	2	5	1	5	-2	0.1	-4
Cc1noc(C)c1C(=O)N1CCc2ccccc2C1
 : -0.1	0	2	-1	-7	-5	-2	-0.1	2
Cc1ccc(C2(c3noc(CN(C)Cc4ccccn4)n3)CCCC2)cc1
 : 1.8	-4	-1	0	-1	15	4	0.0	0
CC(=O)N1CCN(C(=O)c2ccc(S(=O)(=O)Nc3ccccc3C)cc2)CC1
 : 0.2	-2	-4	2	-5	7	-6	0.2	1
O=C(Nc1ccccc1C(=O)O)c1cc(S(=O)(=O)Nc2ccccc2)ccc1Cl
 : -0.6	8	-7	-3	5	14	1	0.0	1
COc1ccc(C2=NOC(Cn3nc(C(=O)NCc4ccc(OC(F)(F)F)cc4)cc3-c3ccccc3)C2)cc1 (stereo not given)
 : 1.1	19	-12	3	-3	-1	4	0.0	1
O=C(/C=C/c1ccccc1)NNC(=O)c1cccs1
 : 1.2	1	3	-2	-12	4	-2	0.0	0
OC(CNCc1ccccc1F)(c1ccc(F)cc1)c1ccc(F)cc1
 : 5.0	0	-2	-1	0	-10	-4	0.1	3
OC(c1ccccc1)C1CN(Cc2ccccc2)CCC1(O)c1ccccc1 (stereo not given)
 : -0.4	12	1	-1	-4	8	-6	0.0	1

(continued)
canonical_smiles,PP5 primary,HCV core dimer,procasp3 activ,Fh CTSL1 inh,GASC-1 inh,proCasp7 act,PP1 inh,Efflux pump inh,TPT1 inh
CCOC(=O)CCN(Cc1ccccc1)S(=O)(=O)c1csc(C(N)=O)c1,0.8,2,1,-6,6,6,-4,0.1,4
Cc1c(/C=N/N2C(=O)C3C4C=CC(C4)C3C2=O)c2ccccc2n1C (stereo not given),-0.2,-9,-4,6,1,-4,1,0.0,-3
C[C@H](CO)N1C[C@H](C)[C@@H](CN(C)Cc2ccc(C(=O)O)cc2)Oc2ccc(NS(=O)(=O)c3cn(C)cn3)cc2C1=O,x,x,1,x,1,2,x,-0.2,x
C/C(=N\N1CCN(c2ccc(Cl)cc2)CC1)c1ccco1,0.2,1,3,-4,1,7,-5,0.3,1
COc1ccc(-n2c(C)cc(C(=O)CN3C(=O)NC4(CCCc5sccc54)C3=O)c2C)cc1 (stereo not given),4.7,26,-10,-1,-3,5,4,0.0,0
Cc1ccc(N(CC(=O)NCCc2ccccc2)C(=O)c2csnn2)cc1,1.1,0,4,1,-1,7,-1,-0.3,3
COC(=O)Cc1cc(C)cc2c(=O)cc(-c3ccoc3)oc12,1.9,9,-15,-2,3,-12,-2,-0.1,34*
Cc1c(C(=O)OCC(C)C)[nH]c2c1C(=O)CC(c1ccco1)C2 (stereo not given),1.9,47*,1,-1,32,3,0,0.0,1
Cc1ccc(NC(=O)C(C)N2CCc3ccccc3C2)cc1 (stereo not given),0.4,5,7,-1,-7,1,-1,-0.3,-2
COc1ccc(C(=S)N2CCOCC2)cc1OS(=O)(=O)c1ccc(Br)cc1,5.3,-8,8,-4,-5,5,1,0.0,3
C=CCn1c(Cc2cccs2)nnc1SCC(=O)c1ccc2ccccc2c1,0.5,8,1,1,2,14,5,-0.2,0
O=C(NCCCc1ccccc1)c1ccc(Br)o1,0.2,0,4,0,2,-6,-2,0.1,-7
COc1cccc(C(=O)NNC2OC(CO)C(O)C2O)c1 (stereo not given),1.6,3,0,19*,-6,-3,-5,0.0,-2
O=c1cc(C(F)(F)F)nc(-n2[nH]c3c(c2=O)CCCC3)[nH]1,-0.3,-9,1,-3,2,-10,0,-0.2,33*
